TSG101-PTAP inh = blocks PTAP/TSG101 interaction to inhibit HIV-1 budding; 340,000 tested, under 10 active; Potency, µM (top dose mostly 115 µM), without a hit: top-dose activity change, negative = inhibition, actives largely listed as inhibitors; Q99816; Fluorescence polarization, FITC-PTAP peptide / Tsg101 binding; AID 493005; active = well fitted inhibition curve with a large enough effect in the main read-out, with a control signal flat, not every such curve was filed as active; inconclusive = small, poorly fitted or top-dose-only effect, or effect the other way, or a change in a side signal; inactive = no such curve, though single readings can be large or run the other way; also: potency is read from the fitted curve at half-maximal effect; % of control where 0% means no effect
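Compounds were pin-transferred onto Tsg101 binding domain (10 uM final) in HEPES pH 7.5 buffer, then FITC-PTAP peptide was added at 50 nM final. After 20 min at RT, polarization reported peptide displacement across a qHTS concentration series.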
Integrin act MD = integrin-mediated muscular dystrophy alleviation activation. alpha7betagal myoblasts, beta-gal FDG fluorescence, 48 h. Potency, µM (titrated, usually from 38.3 µM), without a hit: top-dose activation, hits mostly activators. 350,000 tested, 0.064% active. AID 624291;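 also: potency is read from the fitted curve at half-maximal effect; 100% = response of the positive control SU9516; nearly all actives have a fitted effect of over 60% in size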
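Alpha7betagal+/- myoblasts (passage 13) were plated 16-24 hr, then exposed to compounds (1:260 dilution of DMSO stock) for 48 hours at 37C. After MPER lysis, β-galactosidase reporter activity was read as FDG fluorescence (ex 480/em 540) after 30 minutes.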
ELG1 repair inh = ELG1-dependent DNA repair inhibition; HEK293T ELG1-luciferase reporter, luminescence, 16 h; DNA damage induced by 5-fluorouridine; Potency, µM (top dose mostly 46.1 µM), for the others: at the top dose activity change, negative = inhibition, hits mostly inhibitors; 330,000 tested, 2.3% active; AID 504467; also: potency is read from the fitted curve at half-maximal effect; % is scaled to controls: 0 for no effect and ±100 for the full control effect; nearly all actives have a fitted effect of over 55% in size
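Cells (2,000 per well) received 5-fluorouridine plus test compound or DMSO and were incubated 16 hr at 37 °C, 5% CO2. Luciferase activity was read by luminescence 30 min after ONE-Glo addition; signal suppression marked inhibition of damage-induced ELG1 function.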
BRCA1 expr up = increases BRCA1 expression | MCF7-BRCA1-FFLuc reporter, luminescence, 48 h; response scale: scaled: vehicle 0%, 10 µM genistein 100% | Potency, µM (titrated, usually from 46.1 µM), without a hit: at the highest dose activation, hits mostly activators | 380,000 tested, 1.1% active | AID 624202; also: potency is read from the fitted curve at half-maximal effect; nearly all actives have a fitted effect of over 80% in size; some results filed as inactive show a strong effect at the top dose
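Cells: MCF7-BRCA1-FFLuc, 2000/well. Exposure: 48 h, 37 °C, 5% CO2. Read: luminescence, 15 min post-substrate. Controls: genistein 10 microM (maximal activation), DMSO (neutral).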
TCR activator = activators of T cell receptors; Potency, µM (doses to about 9.22 µM), without a hit: at the highest dose activation of IL-2 secretion, actives largely listed as activators; AID 504894; 330,000 tested, under 10 active; primary human leukocytes, anti-CD3, IL-2 HTRF, 48 h; also: % of control where 0% means no effect
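IL-2 release read by HTRF sandwich (Eu cryptate donor, d2 acceptor, 665 nm emission) after 48 hr exposure of primary human leukocytes to compound together with anti-CD3 beads in the absence of co-stimulatory signals.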
AT treatment = candidate therapy for ataxia-telangiectasia | […] A-T fibroblasts, KAP-1 phosphorylation AlphaLISA; neocarzinostatin DNA damage 30 min before lysis | 320,000 tested, 0.19% active | Potency, µM (doses to about 57.5 µM), for inactives: at the highest dose activation, hits mostly activators; also: potency is read from the fitted curve at half-maximal effect; % of control where 0% means no effect; nearly all actives have a fitted effect of over 45% in size
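hTERT-immortalized A-T patient fibroblasts ([…]), 500 cells/well in OPTI-MEM, 1% FBS, got compounds for 60 min, then NCS for 30 min at 37C. Lysates were then assayed for phospho-KAP-1 by AlphaLISA (anti-pKAP1 donor, anti-KAP1 acceptor beads), 6 hr at 25C.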
p53 reactivator = mutant p53 re-activation in reporter cells; H1299 p53-A138V BP100-luciferase reporter, luminescence, 24 h; Potency, µM (top dose mostly 92.2 µM), without a hit: at the highest dose activity change, positive = activation, usual class: activators; 320,000 tested, 0.063% active; also: potency is read from the fitted curve at half-maximal effect; % of control where 0% means no effect; nearly all actives have a fitted effect of over 45% in size
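p53-null H1299 cells stably carrying temperature-sensitive p53-A138V and a BP100-luciferase reporter were pinned with compounds (4-point, 1:5 series) and held 24 hrs at 37 deg C. Luminescence was read 10 min after detection reagent.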
B2AR arrestin = beta2AR (human) beta-arrestin recruitment activity; P07550; beta-arrestin recruitment to beta2AR, cell-based reporter; Potency, µM (series often up to 46.1 µM), for inactives: at the top dose activation, hits mostly activators; 330,000 tested, 0.02% active; AID 492947;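 also: potency is read from the fitted curve at half-maximal effect; 0% = DMSO controls and full agonism = EC100 isoproterenol or metaproterenol; nearly all actives have a fitted effect of over 65% in size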
TRPV1 ag = human TRPV1 agonism | Q8NER1 | AID 540275 | activation, % at 8.33 µM | 320,000 tested, 0.19% active | TRPV1-expressing cells, Fluo-8 calcium influx, agonist mode; in the data active = activation above about 80%; inconclusive = between about 30% and that limit; also: 0% is about no effect
Target sequence (Q8NER1 whole entry, looked up): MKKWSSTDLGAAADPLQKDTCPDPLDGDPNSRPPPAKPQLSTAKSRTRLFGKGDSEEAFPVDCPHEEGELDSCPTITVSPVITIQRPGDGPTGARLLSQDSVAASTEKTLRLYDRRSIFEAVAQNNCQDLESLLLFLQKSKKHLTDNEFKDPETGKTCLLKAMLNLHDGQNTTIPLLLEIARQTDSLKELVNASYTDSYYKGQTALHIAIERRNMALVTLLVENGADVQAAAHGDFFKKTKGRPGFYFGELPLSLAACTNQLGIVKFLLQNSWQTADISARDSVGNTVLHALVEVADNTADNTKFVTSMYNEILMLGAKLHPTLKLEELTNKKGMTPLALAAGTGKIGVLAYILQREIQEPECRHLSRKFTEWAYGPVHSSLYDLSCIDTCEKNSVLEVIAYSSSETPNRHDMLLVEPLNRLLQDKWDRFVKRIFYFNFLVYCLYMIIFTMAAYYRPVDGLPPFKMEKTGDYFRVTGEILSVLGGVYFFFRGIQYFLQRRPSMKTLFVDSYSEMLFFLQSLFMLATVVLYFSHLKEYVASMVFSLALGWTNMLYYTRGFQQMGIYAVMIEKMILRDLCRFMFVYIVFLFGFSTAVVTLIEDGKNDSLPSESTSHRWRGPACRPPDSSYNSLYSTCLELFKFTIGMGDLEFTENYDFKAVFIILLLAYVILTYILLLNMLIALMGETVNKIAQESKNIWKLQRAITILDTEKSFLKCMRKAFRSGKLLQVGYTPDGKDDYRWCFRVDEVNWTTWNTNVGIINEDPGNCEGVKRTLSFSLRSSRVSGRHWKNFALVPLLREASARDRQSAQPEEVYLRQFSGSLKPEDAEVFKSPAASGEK
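TRPV1-expressing cells were cultured overnight at 35.5C and loaded with Fluo-8 calcium dye for 40 to 90 min at room temperature. After a 10 s baseline, compound was added and calcium influx was read kinetically for 3 min (ex 480/em 520 nm).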
CXXC DNA block = blocks binding of human MLL CXXC domain to DNA | Q03164 | 290,000 tested, 0.037% active | MLL-CXXC / FITC-HOXA9 DNA fluorescence polarization | Potency, µM (titrated, usually from 115 µM), for inactives: at the top dose activity change, negative = inhibition, actives largely listed as inhibitors; active = well fitted inhibition curve with a large enough effect in the polarisation, with a control signal flat, not every such curve was filed as active; inconclusive = small, poorly fitted or top-dose-only effect, or effect the other way, or a change in a side signal; inactive = no such curve, though single readings can be large or run the other way; the % refers to the polarisation; also: potency is read from the fitted curve at half-maximal effect
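Purified MLL-CXXC (added from a 7 uM solution) was preincubated 5 min at ambient with pinned compounds in 50 mM Tris-HCl pH 7.5, 50 mM NaCl, 1 mM DTT, 0.05% BSA. Fluorescein-labeled HOX-A9 DNA (50 nM solution) followed, 30 min, then polarization read.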
Starred values were filed as active, the others as inactive; u = inconclusive; x = no result given; & = joins results of further samples; [ ] = remark or other dose. Unless noted, calls follow the shape of the dose curve; as a rule, active = well fitted curve in the direction sought with a large enough effect; inconclusive = small, poorly fitted or top-dose-only effect, or another doubt; inactive = no such curve, though single readings can be large; an effect the other way counts as inactive or inconclusive. Rows are unselected; overall some 3.8% were active at least once.

SMILES	TSG101-PTAP inh	Integrin act MD	ELG1 repair inh	BRCA1 expr up	TCR activator	AT treatment	p53 reactivator	B2AR arrestin	TRPV1 ag	CXXC DNA block
CCn1nnnc1SCC(=O)Nc1nc2ccccc2s1	0%	23%	u	6%	2%	1%	3%	-0.4%	2	-3%
CCN1CCN(Cc2ccc(NC(=O)c3ccc(C)c(/C=C/c4cnc(Nc5cc(N6CCNCC6)nc(C)n5)cn4)c3)cc2C(F)(F)F)CC1	6%	-66%&0%[inhibitor]	4%	6%&-81%	-1%	5%	x	-0.6%	0	239%[activator]
Cc1nc2ccccc2c(=O)n1NC(=O)c1cccnc1Cl	-7%	-13%	-9%	-19%	0%	2%	-1%	0.1%	0	11%
NS(=O)(=O)c1ccc(NC2=CC(c3ccc(F)cc3)N(c3ccc(S(N)(=O)=O)cc3)C2=O)cc1 (stereo not given)	-8%	-1%	0%	-1%	-2%	21%	-2%	0.0%	2	-2%
Cc1ccc(S(=O)(=O)N(Cc2cc3ccccc3[nH]c2=O)CC2CCCO2)cc1 (stereo not given)	0%	29%	-10%	-10%	-12%	6%	-5%	-1.1%	-1	5%
COC(=O)c1ccc(-c2noc(CN(C)CCC3CCCCO3)n2)cc1 (stereo not given)	0%	5%	u	2%	-20%	-3%	-12%	0.0%	5	10%
c1cncc(-c2noc(-c3ccc4ccccc4c3)n2)c1	-2%	-20%	u	33%	-8%	11%	x	-0.5%	3	-16%
N#CC1=C(N)SC(N)=C(C#N)C1c1ccnc2ccccc12	15%	-13%	4%	4%	0%	-4%	15%	-0.3%	1	u
Cc1nn(C2CCS(=O)(=O)C2)c(C)c1CN(C)C(=O)c1cccc(Cl)c1 (stereo not given)	-10%	-4%	-3%	3%	-1%	-6%	1%	-0.2%	0	x
c1ccc2c(NCC3CCCO3)nc(N3CCCCC3)nc2c1 (stereo not given)	-4%	-45%	u	-20%	-2%	2%	-1%	-0.1%	u	-32%
O=C(CN1C(=O)COc2ccc(Cl)cc21)NCC1CCCO1 (stereo not given)	-3%	-44%	2%	6%	-3%	-2%	-5%	0.1%	-2	3%
O=[N+]([O-])c1ccccc1/C=N/OCc1ccccc1	0%	-6%	u	u	5%	-7%	u	0.1%	4	21%
CCOC(=O)C1=C(C)NC(C)=C(C(=O)OCC)C1c1ccc(OC)cc1	-5%	2%	-25%	-9%	-3%	3%	-19%	-0.2%	-3	11%
CCc1c(O)nc(SCC(=O)Nc2nc3ccccc3s2)n(-c2ccc(C)cc2)c1=O	-2%	25%	u	103%	5%	-13%	16%	-1.1%	-1	1%
CCN1C(=O)/C(=C\N(C)C)NC1=S	0%	-21%	3%	-43%	9%[46.1 µM]	-4%	-9%	2.6%	0	9%
Cc1c(NC(=O)c2cccc(NC(=O)Cc3ccc(Cl)cc3)c2)c(=O)n(-c2ccccc2)n1C	-2%	-10%	-28%	-16%	-6%	2%	-3%	-0.1%	-1	x
CCOC(=O)CN1C(=O)COc2ccc(C(C)(C)C)cc21	-8%	8%	-12%	17%	8%	-2%	8%	0.0%	8	-5%
O=C(C1CCCN1C(=O)c1cccs1)N1CCN(S(=O)(=O)c2ccc(F)cc2)CC1 (stereo not given)	1%	u	-2%	3%	9%	-2%	-2%	-0.4%	2	x
Cc1ccc(C(C(=O)NCc2ccco2)N(C(=O)Cn2nnc3ccccc32)c2ccccc2)o1 (stereo not given)	-2%	-1%	5%	-16%	1%	7%	3%	0.4%	0	-8%
FC(F)(F)c1nnc2sc(-c3cccs3)nn12	-3%	-14%	0%	-2%	3%	2%	-2%	0.0%	1	-7%
O=[N+]([O-])c1cc(-c2csc(NCCc3nc4cc(Cl)c(Cl)cc4n3CCCO)n2)ccc1Cl	0%	1%	x	0%	-4%	x	x	x	x	x
Cc1ccc(S(=O)(=O)N2CCCOC2CNC(=O)C(=O)NCCc2c[nH]c3ccccc23)cc1 (stereo not given)	-5%	-24%	23µM*	-67%	-9%[46.1 µM]	-1%	-5%	-1.1%	3	4%
CCCCCCCCn1ccc(=N)cc1	1%	-8%	0.73µM*	-64%	2%	42%	-8%	-0.9%	-4	-11%
O=C(c1ccc(NS(=O)(=O)c2ccc(F)cc2)cc1)N1CCN(c2ccccc2O)CC1	-1%	-17%	-1%	-23%	-2%	1%	-10%	-0.4%	-4	17%
O=C(CSc1nnc(NC(=O)C2CCC2)s1)Nc1ccc(N2CCOCC2)cc1	-5%	-5%	1%	-19%	x	-2%	-6%	-0.6%	0	7%
Cc1nn(CC(=O)Nc2ccc(C(=O)N3CCCCC3)cc2)c(=O)c2ccccc12	-2%	-18%[7.66 µM]	-15%	-21%	x	-5%	-12%	0.1%	3	-4%
CC1(C)OC2CC3C4CCC5=CC(=O)CCC5(C)C4(F)C(O)CC3(C)C2(C(=O)CO)O1 (stereo not given)	1%	0%	x	-42%	10%	x	x	x	x	x
Cc1ccc(C(c2nnnn2C2CCCCC2)N2CCN3CCCC3C2)cc1 (stereo not given)	-2%	12%	-3%	-5%	-10%	12%	-7%	-0.7%	10	-6%
CCN1C(=O)[C@@H]2[C@@H](c3ccc(-c4ccc(F)cc4)cc3)N3CCC[C@@]3(C(=O)OC)[C@@H]2C1=O	-1%	-17%	-22%	0%	16%	1%	-5%	0.0%	-5	x
O=C(Nc1ccc(Cl)c(C(=O)N2CCOCC2)c1)c1ccccc1	-6%	28%	0%	-18%	1%	5%	0%	-0.4%	1	59%[activator]
COc1cc(CCC(=O)Nc2nnc(-c3cccnc3)s2)cc(OC)c1OC	2%	11%	7%	-18%	4%	1%	1%	-1.0%	2	20%
COc1cc(/C=C/c2cc[n+](C)cc2)ccc1OCC(=O)Nc1ccc(Cl)c(Cl)c1	2%	17%	0%	-61%	-9%	16%	4%	-0.6%	0	u
O=S(=O)(c1ccccc1)c1nc(Nc2cccc(O)c2)sc1Cl	-1%	-4%	-2%	-41%	-3%[46.1 µM]	5%	1%	-1.5%	27	1%
COc1cc(-c2nc3ccccn3c2/N=C/c2cccc(OC)c2O)ccc1O	-5%	-45%[inhibitor]	-5%	14%	2%	3%	3%	-0.2%	-7	2%
Cc1ccc(C)c(OC(=O)C2CSC3(C)CCC(=O)N23)c1C (stereo not given)	-5%	-21%	3%	-4%	-2%	-1%	1%	-0.9%	12	x
NC(=S)c1cc2cc(Cl)ccc2oc1=O	0%	-5%	-10%	-11%	3%	-12%	-2%	-0.8%	2	-12%

Grouped by structure, the compounds so far with a CF3 group.
SMILES	TSG101-PTAP inh	Integrin act MD	ELG1 repair inh	BRCA1 expr up	TCR activator	AT treatment	p53 reactivator	B2AR arrestin	TRPV1 ag	CXXC DNA block
CCN1CCN(Cc2ccc(NC(=O)c3ccc(C)c(/C=C/c4cnc(Nc5cc(N6CCNCC6)nc(C)n5)cn4)c3)cc2C(F)(F)F)CC1	6%	-66%&0%[inhibitor]	4%	6%&-81%	-1%	5%	x	-0.6%	0	239%[activator]
FC(F)(F)c1nnc2sc(-c3cccs3)nn12	-3%	-14%	0%	-2%	3%	2%	-2%	0.0%	1	-7%

Next part.
SMILES	TSG101-PTAP inh	Integrin act MD	ELG1 repair inh	BRCA1 expr up	TCR activator	AT treatment	p53 reactivator	B2AR arrestin	TRPV1 ag	CXXC DNA block
Cc1ccc2c(c1)cc(C(=O)N1CCN(c3ccccn3)CC1)n2C	0%	-15%	0%	-20%	4%	4%	7%	-0.1%	6	13%
COc1cccc(OCc2cc(C(=O)N(C)Cc3nc(C)cs3)no2)c1	-7%	12%	u	u	2%	-2%	u	0.4%	13	12%
CCOC(=O)c1c(C)nc2c(c1-c1ccc(Cl)cc1)C(=O)CC(C)(C)C2	-1%	-12%	u	-24%	2%[46.1 µM]	1%	-7%	-0.9%	24	0%
O=C(CCC(=O)N1CCN(c2ccccc2)CC1)Nc1nnc(C2CCCCC2)s1	-2%	12%	0%	1%	3%	-6%	2%	-0.4%	1	-4%
COc1ccc(C(=O)N2CCN(C(=O)c3cc(OC)c(OC)c(OC)c3)CC2)cc1	0%	2%	-3%	14%	5%	-1%	2%	-0.3%	-2	-1%
CC(=O)c1c(N2CCOCC2)[nH]c(-c2ccccc2)nc1=S	-2%	-22%	-5%	-63%	-1%[46.1 µM]	-3%	u	-0.4%	1	-3%
CCNc1nc(NCC)nc(C(=O)OCCO)n1	-2%	4%	2%	-11%	2%	3%	-3%	-0.1%	4	-5%
COc1ccc(CCNC(=O)C2CCCN(c3nc4ccccc4s3)C2)cc1OC (stereo not given)	-5%	8%	18µM*	-12%	-5%	9%	4%	0.1%	-1	4%
CCn1cc(CNC(=O)c2cccc([N+](=O)[O-])c2)cn1	-3%	20%	1%	2%	2%[46.1 µM]	-2%	20%	-1.8%	-1	6%
CCOC(=O)C1CCN(c2ncnc3nc[nH]c23)CC1	-2%	-20%	4%	15%	2%[46.1 µM]	7%	-3%	0.0%	-5	-4%
